From PubChem BioAssay
ELG1 repair inh = ELG1-dependent DNA repair inhibition; HEK293T ELG1-luciferase reporter, luminescence, 16 h; DNA damage induced by 5-fluorouridine; AID 504467; actives 2.3% (n = 330,000); Potency, µM (titrated, usually from 46.1 µM), for inactives: at the highest dose activity change, negative = inhibition, hits mostly inhibitors; further: potency means the concentration at half of the fitted maximal effect; on the % scale 0 is the no-effect control and ±100 the full control effect; nearly all actives have a fitted effect of over 55% in size
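Overnight (16 hr) co-exposure of 2,000 cells/well to 5-fluorouridine and compound at 37 °C preceded detection. Luciferase was quantified via ONE-Glo luminescence; loss of signal denotes inhibition.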
Rab9 prom act = activates the Rab9 promoter | AID 485297 | Potency, µM (top dose mostly 9.22 µM), for the others: at the highest dose activation, negative = inhibition, actives largely listed as activators | actives 2.8% (n = 320,000) | Huh7 Rab9 promoter-luciferase reporter, luminescence, 24 h; further: potency means the concentration at half of the fitted maximal effect; % of control where 0% means no effect; nearly all actives have a fitted effect of over 60% in size
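Luminescence read-out: Huh7 cells stably expressing Rab9-luciferase, treated 24 h with compound at 37 °C, then lysed with luciferase reagent for 10 min at ambient before reading.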
Tb PFK inh = inhibitors of T. brucei phosphofructokinase. O15648. T. brucei PFK, ADP-Glo luminescence. Potency, µM (doses to about 57.5 µM), inactives show at the highest dose activity, negative = inhibition, actives largely listed as inhibitors. actives 0.17% (n = 330,000);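 further: potency means the concentration at half of the fitted maximal effect; 0% = uninhibited 1x PFK enzyme wells and -100% = no-enzyme wells; nearly all actives have a fitted effect of over 60% in size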
Target sequence (O15648 whole entry, looked up): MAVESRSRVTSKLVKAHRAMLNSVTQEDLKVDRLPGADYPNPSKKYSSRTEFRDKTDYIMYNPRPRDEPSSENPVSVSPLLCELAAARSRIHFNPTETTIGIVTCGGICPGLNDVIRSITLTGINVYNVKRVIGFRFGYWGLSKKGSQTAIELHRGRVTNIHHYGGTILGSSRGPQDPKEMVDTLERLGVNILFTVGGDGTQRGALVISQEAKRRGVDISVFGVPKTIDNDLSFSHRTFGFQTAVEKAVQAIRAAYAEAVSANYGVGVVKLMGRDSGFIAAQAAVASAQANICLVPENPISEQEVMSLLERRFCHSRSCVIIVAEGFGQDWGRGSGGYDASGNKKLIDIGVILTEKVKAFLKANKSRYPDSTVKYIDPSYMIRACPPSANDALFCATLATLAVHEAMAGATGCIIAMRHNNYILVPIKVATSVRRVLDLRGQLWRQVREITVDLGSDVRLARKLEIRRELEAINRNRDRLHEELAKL
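Compounds were pin-transferred as a titration series up to 57 uM into substrate buffer (0.5 mM F6P, 0.1 mM ATP, pH 8.0), then 1.25 nM PFK was added and reactions ran 45 min before ADP-Glo detection.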
FLuc counter = inhibits or activates purified firefly luciferase, miR-21 counter-screen | P08659 | purified FLuc, Km substrates, luminescence inhibition | Potency, µM (doses to about 57.5 µM), inactives show at the top dose activity change, negative = inhibition, usual class: inhibitors | actives 6.9% (n = 360,000) | AID 588342;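 further: potency means the concentration at half of the fitted maximal effect; plate controls were vehicle for no effect and reference inhibitor for full effect; nearly all actives have a fitted effect of over 55% in size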
Target sequence (P08659 whole entry, looked up): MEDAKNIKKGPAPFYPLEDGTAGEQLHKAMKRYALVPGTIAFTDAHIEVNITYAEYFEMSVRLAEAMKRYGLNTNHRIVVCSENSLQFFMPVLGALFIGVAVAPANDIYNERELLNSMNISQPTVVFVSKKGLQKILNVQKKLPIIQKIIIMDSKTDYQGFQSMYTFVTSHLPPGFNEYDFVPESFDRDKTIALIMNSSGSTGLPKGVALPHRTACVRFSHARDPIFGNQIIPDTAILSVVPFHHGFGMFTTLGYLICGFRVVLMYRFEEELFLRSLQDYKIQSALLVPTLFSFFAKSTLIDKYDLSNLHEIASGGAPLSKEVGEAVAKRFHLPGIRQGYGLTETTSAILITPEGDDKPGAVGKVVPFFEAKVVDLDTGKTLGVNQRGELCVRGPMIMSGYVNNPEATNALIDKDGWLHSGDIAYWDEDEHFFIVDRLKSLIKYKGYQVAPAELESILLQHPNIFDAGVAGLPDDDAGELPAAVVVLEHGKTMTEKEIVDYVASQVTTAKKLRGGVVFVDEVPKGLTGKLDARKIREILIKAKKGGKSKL
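Biochemical qHTS of compounds, final roughly 60 µM downward over six points, against 10 nM purified firefly luciferase using Km concentrations of substrates (10 uM D-luciferin, 10 uM ATP) in Tris acetate pH 7.5 buffer; luminescence output.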
TRPV1 ag = agonists of human vanilloid receptor 1 (TRPV1); Q8NER1; TRPV1-expressing cells, Fluo-8 calcium influx, agonist mode; activation, % at 8.33 µM; actives 0.19% (n = 320,000); AID 540275; in the data active means activation above about 80%; inconclusive means between about 30% and that limit; further: 0% is about no effect
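Cells expressing TRPV1 were dye-loaded with Fluo-8 and read kinetically: 10 s baseline, 3 min after compound (agonist portion), then 2 min after EC20 capsaicin (allosteric enhancer portion). Calcium-bound dye fluorescence at 480/520 nm.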
ELG1 genotox = genotoxicity induction in ELG1-luciferase HEK293T cells. Potency, µM (highest dose often 46 µM), for inactives: top-dose activity change, positive = activation, most hits filed as activators. HEK293T ELG1-luciferase reporter, luminescence, 16 h. AID 504466. actives 1.3% (n = 330,000); further: potency means the concentration at half of the fitted maximal effect; % of control where 0% means no effect; nearly all actives have a fitted effect of over 60% in size
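ELG1-luciferase HEK293T cells, 2,000/well; compound pinned in; 16 hr, 37 °C, 5% CO2; ONE-Glo, 30 min RT; luminescence on CCD imager.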
BRCA1 expr up = activators of BRCA1 expression | MCF7-BRCA1-FFLuc reporter, luminescence, 48 h; response scale: scaled: vehicle 0%, 10 µM genistein 100% | Potency, µM (highest dose often 46.1 µM), for inactives: top-dose activation, hits mostly activators | actives 1.1% (n = 380,000); further: potency means the concentration at half of the fitted maximal effect; nearly all actives have a fitted effect of over 80% in size; some results filed as inactive show a strong effect at the top dose
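Cells: MCF7-BRCA1-FFLuc, 2000/well. Exposure: 48 h, 37 °C, 5% CO2. Read: luminescence, 15 min post-substrate. Controls: genistein 10 microM (maximal activation), DMSO (neutral).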
RORg inh = blocks mouse ROR gamma transcriptional activity | P51450 | AID 2551 | Drosophila S2 Gal4-RORgamma UAS-luciferase reporter, 20 h | actives 5.4% (n = 310,000) | Potency, µM (series often up to 53.6 µM), inactives show at the highest dose activity change, negative = inhibition, usual class: inhibitors; further: potency means the concentration at half of the fitted maximal effect; on the % scale 0 is the no-effect control and ±100 the full control effect; nearly all actives have a fitted effect of over 60% in size
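Stably transfected Drosophila Schneider cells are the test system, with ROR gamma fused to Gal4 and luciferase under UAS control; luminescence is read after 20 hr of 700 uM copper sulfate induction at ambient temperature.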
NPC1 promoter act = activates the NPC1 promoter. Huh7 NPC1 promoter luciferase reporter, 24 h. Potency, µM (series often up to 9.22 µM), for inactives: at the highest dose activation, hits mostly activators. actives 2.4% (n = 320,000). AID 485313;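 further: potency means the concentration at half of the fitted maximal effect; % of control where 0% means no effect; nearly all actives have a fitted effect of over 60% in size; reporter is driven by a mutant NPC1 promoter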
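Luciferase expression driven by the NPC1 promoter was measured in stably transfected Huh7 cells after a 24 h compound incubation, using a luciferase reagent and a luminescence read.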
p53 reactivation = restores transcriptional activity of mutant p53 | H1299 p53-A138V BP100-luciferase reporter, luminescence, 24 h | Potency, µM (top dose mostly 92.2 µM), for inactives: at the top dose activity change, positive = activation, hits mostly activators | actives 0.063% (n = 320,000) | AID 504706; further: potency means the concentration at half of the fitted maximal effect; % of control where 0% means no effect; nearly all actives have a fitted effect of over 45% in size
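H1299 (p53-null), stable ts p53-A138V + BP100-Luc; 1000 cells/well, Opti-MEM/10% FBS; cpd 4 pt, 1:5; 24 h, 37 deg C, 5% CO2; detection reagent 10 min RT; luminescence.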
Gal4-VP16 FLuc = inhibits Gal4-VP16 luciferase reporter, ROR gamma counter-screen; Drosophila S2 Gal4-VP16 UAS-luciferase, luminescence, 20 h; Potency, µM (highest dose often 53.6 µM), without a hit: at the top dose activity, negative = inhibition, most hits filed as inhibitors; actives 3.5% (n = 310,000); AID 2546;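 further: Gal4-VP16 expression switched on by copper sulfate through the metallothionein promoter; potency means the concentration at half of the fitted maximal effect; on the % scale 0 is the no-effect control and ±100 the full control effect; nearly all actives have a fitted effect of over 50% in size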
* = called active by the depositor; ? = inconclusive; · = no result given; & = joins results of further samples; [ ] = remark or other dose. Unless noted, the call rests on the fitted dose curve; in most records, active means well fitted curve in the direction sought with a large enough effect; inconclusive means small, poorly fitted or top-dose-only effect, or another doubt; inactive means no such curve, though single readings can be large; an effect the other way counts as inactive or inconclusive.

structure	ELG1 repair inh	Rab9 prom act	Tb PFK inh	FLuc counter	TRPV1 ag	ELG1 genotox	BRCA1 expr up	RORg inh	NPC1 promoter act	p53 reactivation	Gal4-VP16 FLuc
Cc1c(-c2cccs2)[n+](=O)c2c(n1[O-])CCCCC2	-2%	5%	-1%	5%	-2	-1%	-9%	-22%	2%	-2%	-11%
CCc1ccccc1NC(=S)N=Nc1c(O)n(C)c2ccc(S(=O)(=O)N3CCOCC3)cc12	?	-10%	-3%	5%	-1	2%	-32%	1.1µM*	-8%	-9%	4.5µM*
Cc1ccc(-c2c[n+](CC(=O)Nc3c(C)cccc3C)c3n2CCC3)cc1	?	3%	1%	-1%	-2	0%	6%	4%	-1%	-2%	4%
CN(CC(=O)Nc1ccc(F)cc1)C(=O)CSc1ncccn1	14%	0%	-2%	4%	-1	-3%	-2%	·	1%	-2%	·
CCC1(C)Cc2ccccc2-c2nc(NCCCO)n(C)c(=O)c21 (centres undefined)	-6%	-6%	2%	-1%	?	-3%	-26%	11%	-4%	-1%	3%
O=C(COc1ccc(S(=O)(=O)NCc2ccccc2)cc1)NCC1CCCO1 (centres undefined)	22%	1%	-5%	10%	1	-5%	-20%	15%	-3%	-3%	-11%
COc1cc(/C=C(\C#N)C(=O)NCC2CCCO2)c([N+](=O)[O-])cc1OC (centres undefined)	9%	1%	11%	-3%	-2	2%	-4%	6%	-5%	3%	?
CCOC(=O)Cn1c(CN2CC(C)OC(C)C2)nc2c1c(=O)n(C)c(=O)n2C (centres undefined)	15%	1%	0%	0%	0	3%	0%	-14%	-1%	-2%	-3%
O=C1NCCN(Cc2c(F)cccc2Cl)C1CC(=O)N1CCCCO1 (centres undefined)	7%	0%	-5%	1%	0	1%	4%	-24%	1%	-3%	-6%
Cc1ncsc1C(=O)Nc1cccc(C(F)(F)F)c1	17%	2%	-4%	-1%	14	2%	-35%	-1%	4%	-4%	1%
O=C(NC1CC(=O)c2sccc21)c1cccc(C(F)(F)F)c1 (centres undefined)	2%	-3%	-6%	-4%	-6	3%	7%	?	3%	-2%	2%
COC(=O)c1ccc2nccnc2c1	0%	-6%	2%	5%	3	-2%	-6%	24%	0%	5%	1%
COc1ccc(NC(=O)c2cc(-c3ccccc3)on2)cc1OC	?	-1%	2%	-5%	2	6%	11%	-1%	1%	23%	1%
O=C(OCC(=O)N1CCCCCC1)c1ccc(Cl)c(S(=O)(=O)N2CCCC2)c1	-6%	0%	-14%	?	0	-4%	0%	?	-3%	2%	-3%
Cc1ccc(-n2nnc3c(=O)n(CC(=O)N4CCCC4)cnc32)cc1	0%	0%	0%	-3%	3	-1%	-7%	1%	2%	-1%	9%
CCOc1ccc(/C=C/C(=O)OCC(=O)NCCc2ccc(OCC)c(OCC)c2)cc1OC	-13%	-4%	17%	4%	2	0%	-12%	·	-1%	-10%	·
CCCCN(CCCC)C(=O)c1c[nH]c2ccc(S(=O)(=O)Nc3cccc(Cl)c3C)cc2c1=O	·	2%	-30%	?	-3	·	·	·	-1%	·	·
COC(=O)c1cc2c(ccn2-c2ccc(F)cc2)n1CC(=O)OC(C)C	?	?	-3%	-7%	21	-6%	-8%	-6%	-6%	-2%	-3%
COc1ccc(NS(=O)(=O)c2cccc(C(=O)N3CCN(c4ccccc4O)CC3)c2)cc1	?	-2%	-9%	1%	0	-15%	-13%	·	-5%	-10%	·
CS(=O)(=O)N1CCCC(C(=O)NCCCN2CCOCC2)C1 (centres undefined)	0%	4%	2%	0%	-1	-3%	8%	-2%	-4%	-7%	2%
O=C(CSc1nnc2c(Cl)cc(C(F)(F)F)cn12)Nc1ccc2c(c1)OCO2	1%	4%	4%	-8%	-2	3%	-41%	6%	8%	-3%	-6%
Cc1ccc(-c2nn(C)c(=O)c3ccccc23)cc1S(=O)(=O)NCCN(C)C	28%	-5%	1%	0%	1	7%	-30%	-11%	-5%	-4%	2%
CS(=O)(=O)C1=C(O)C(=O)N(c2ccccc2)C1c1ccccc1 (centres undefined)	7%	1%	-8%	4%	1	0%	4%	-3%[0.365 µM]	2%	12%	·
O=C(Nc1ccccn1)c1sc2cc([N+](=O)[O-])ccc2c1Cl	?	1.3µM*	?	?	-3	13%	1%	-42%	?	?	?
N#CCc1ccc(NC(=O)c2ccc(CN3CCc4ccccc4C3)cc2)cc1	-27%	-37%[inhibitor]	0%	-1%	29	1%	-13%	17%	-37%[inhibitor]	·	0%
Cc1ccccc1N1CC(O)(c2ccccc2)[N+]2=C1SCC2 (centres undefined)	6%	-3%	-4%	0%	0	1%	17%	?	-2%	10%	?
CCCS(=O)(=O)c1c(S(=O)(=O)CCC)c2c(N)cccn2c1C(=O)c1ccc(Br)cc1	?	-6%	0%	1%	0	-4%	-44%	29%	-5%	-2%	-2%
CCOC(=O)c1cccc(NC(=O)CCNS(=O)(=O)c2cccc3nonc23)c1	3%	-7%	1%	0%&0%	2	-16%	2%&0%	15%	-3%	-2%	-4%
CC(=O)Nc1ccc(NC(=O)c2ccccc2N(C)S(C)(=O)=O)cc1	7%	-4%	11%	6%	1	0%	-6%	5%	-2%	2%	-3%
CC(=O)c1cccc(Nc2nc(-c3ccccc3)nc3ccccc23)c1	23µM*	1%	-1%	2%	5	-15%	-22%	40%	2%	-2%	3%
Cc1c(C(=O)N2CCC2)oc2ccc(Cl)cc12	?	·	0%	·	·	-4%	68%	·	·	-1%	·
Cc1cc2nc(-c3ccc(NC(=O)C(C)C)cc3)oc2cc1C	?	0.63µM*	1%	0.85µM*	2	0.82µM*	?	?	0.45µM*	?	?
O=C(CCCn1c(=O)[nH]c2ccc(Br)cc2c1=O)NCc1ccc(Cl)cc1	2%	2%	6%	7%	4	-1%	-28%	-1%	-2%	3%	-7%
Cc1nc2ccccn2c1C(=O)NN=C1CCN(C)CC1	6%	2%	-3%	-1%	1	0%	-12%	-4%	0%	14%	13%
S=C(c1ccc(-c2ccccc2Cl)o1)N1CCOCC1	?	?	-12%	11µM*	27	13µM*	7.1µM*	20%	?	?	10%
COc1ccc(N2CCN(CCCNC(=O)CN3C(=O)COc4ccccc43)CC2)cc1	8%	-3%	3%	0%	-1	0%[9.26 µM]	8%	-25%	-3%	1%	-13%
CCC(C)NC(=O)c1cnc2n(c1=O)CCS2 (centres undefined)	15%	-2%	-1%	5%	1	2%	1%	40%	1%	?	5%
C=CCOc1ccccc1CN1CCC(n2nccc2NC(=O)C2CC2)CC1	-3%	0%	-8%	3%	13	-1%	11%	·	2%	·	·
CC(C)C(=O)O/N=C1\CCS(=O)(=O)c2sccc21	13%	2%	4%	3%	1	2%	13%	3%	-9%	10%	-3%[10 µM]
COc1ccc(NC(=O)CCNS(=O)(=O)c2ccc3c(c2)c(=O)n(C)c(=O)n3C)cc1OC	11%	1%	-10%	0%	2	-2%	-2%	-7%	-3%	0%	-13%
Cc1cc(=O)oc2cc(OCC3CC(c4ccccc4Cl)=NO3)ccc12 (centres undefined)	20%	-20%	-1%	?	3	7.9µM*	-64%	31%	-9%	?	-2%
CCCn1c(N)c(C(=O)COC(=O)/C=C/c2ccc(OC(F)F)c(OC)c2)c(=O)[nH]c1=O	?	·	5%	·	·	3%	-25%	·	·	-5%	·
CN1CCN(S(=O)(=O)c2ccc(NC(=O)C(C)(C)C)cc2)CC1	26%	8%	-1%	-2%	4	-3%	2%	31%	0%	1%	8%
O=C(NCc1ccncc1)NC12CC3CC(CC(C3)C1)C2	18%	-1%	-7%	8%	-6	-8%	8%	-4%	1%	4%	3%
CCc1nnc(NC(=O)c2ccc(OCc3c(C)noc3C)c(OC)c2)s1	5%	0%	1%	-8%	-3	0%	-19%	-24%	-11%	-1%	-3%
COc1ccc2nc3cccc(OC)c3nc2c1	?	?	?	?	0	4%	?	?	26%	8%	?
Cc1ccc(-c2noc(CNC(=O)COc3ccccc3C)n2)cc1	-7%	0%	-3%	1%	17	0%	-20%	·	2%	·	·

A second format for two compounds above.
Cc1cc(=O)oc2cc(OCC3CC(c4ccccc4Cl)=NO3)ccc12 (centres undefined)
  ELG1 repair inh: 20%; Rab9 prom act: -20%; Tb PFK inh: -1%; FLuc counter: ?; TRPV1 ag: 3; ELG1 genotox: 7.9µM*; BRCA1 expr up: -64%; RORg inh: 31%; NPC1 promoter act: -9%; p53 reactivation: ?; Gal4-VP16 FLuc: -2%
CCCn1c(N)c(C(=O)COC(=O)/C=C/c2ccc(OC(F)F)c(OC)c2)c(=O)[nH]c1=O
  ELG1 repair inh: ?; Rab9 prom act: ·; Tb PFK inh: 5%; FLuc counter: ·; TRPV1 ag: ·; ELG1 genotox: 3%; BRCA1 expr up: -25%; RORg inh: ·; NPC1 promoter act: ·; p53 reactivation: -5%; Gal4-VP16 FLuc: ·
